From PubChem BioAssay
PAFAH1B2 FP inh – PAFAH1B2 enzyme inhibitors, primary screen, biochemical, fluorescence polarization, human | Platelet-activating factor acetylhydrolase IB subunit alpha2 (Homo sapiens), P68402 | recombinant PAFAH1B2, FP-rhodamine activity probe | inhibition, % at 3.39 µM | hit rate 1.2% among 340,000;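 active means inhibition above the mean of all tested compounds plus 3 SD, cut at about 24% in these data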;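 further: 0% = enzyme with DMSO and 100% = wells lacking PAFAH1B2; many of its hits are not listed in these tables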
PME-1 primary – PME-1 inhibitors via competitive probe labeling, primary screen, biochemical, fluorescence polarization, FP-Rh probe, HTS | Protein phosphatase methylesterase 1 (Homo sapiens), Q9Y570 | recombinant PME-1 | inhibition, % at 5.9 µM | hit rate 0.53% among 320,000 | AID 2130, 2009;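 active means inhibition above the campaign mean of all compounds plus 3 SD, cut at about 26% in these data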;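 further: competitive labeling of PME-1 active site by serine hydrolase directed probe; 0% = PME-1 with DMSO and 100% = wells lacking PME-1 enzyme; inhibitors block probe labeling so polarization falls and inhibition rises; many of its hits are not listed in these tables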
Target sequence (Q9Y570 whole entry, looked up): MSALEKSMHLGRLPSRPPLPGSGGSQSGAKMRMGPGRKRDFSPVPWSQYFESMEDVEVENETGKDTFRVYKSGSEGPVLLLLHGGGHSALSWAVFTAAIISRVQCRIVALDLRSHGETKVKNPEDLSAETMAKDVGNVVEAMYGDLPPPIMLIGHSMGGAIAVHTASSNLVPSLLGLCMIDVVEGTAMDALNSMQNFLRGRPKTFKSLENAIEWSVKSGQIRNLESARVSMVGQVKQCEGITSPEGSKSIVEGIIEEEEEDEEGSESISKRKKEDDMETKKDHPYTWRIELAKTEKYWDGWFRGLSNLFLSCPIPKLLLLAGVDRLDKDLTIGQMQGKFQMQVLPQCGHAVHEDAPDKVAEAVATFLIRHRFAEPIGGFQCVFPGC
PAFAH2 FP inh – PAFAH2 enzyme inhibitors, primary screen, biochemical, fluorescence polarization, human; Platelet-activating factor acetylhydrolase 2, cytoplasmic (Homo sapiens), Q99487; recombinant PAFAH2, FP-rhodamine activity probe; inhibition, % at 3.39 µM; hit rate 0.99% among 340,000; AID 492956, 2010;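 active means inhibition above the mean over all tested compounds plus 3 SD, cut at about 30% in these data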;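 further: inhibitors block probe labeling of enzyme so polarization drops; 0% = enzyme with DMSO and 100% = wells lacking PAFAH2 protein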
LYPLA1 inh – LYPLA1 inhibitors, primary screen, counter-screen for PME1 inhibitor project, biochemical, fluorescence polarization, FP-Rh probe ABPP. hit rate 0.16% among 320,000. recombinant LYPLA1. Acyl-protein thioesterase 1 (Homo sapiens), O75608. inhibition, % at 5.9 µM;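 active means inhibition above the mean of all tested compounds plus 3 SD, set per campaign, cut at about 14% in these data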;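 further: inhibitors block serine hydrolase probe labeling of LYPLA1 so polarization falls; 0% = enzyme with DMSO and 100% = wells lacking LYPLA1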
Fam108B inh – mouse Fam108B serine hydrolase inhibitors, primary screen, counter-screen for RBBP9 inhibitor project, biochemical, fluorescence polarization; inhibition, % at 9.51 µM; hit rate 0.33% among 300,000; recombinant Fam108B, FP-Rh probe fluorescence polarization; AID 1947, 2009;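 active means inhibition above the screen mean inhibition plus 3 SD, computed separately per campaign, cut at about 18% in these data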;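 further: inhibitors lower polarization as less probe binds the enzyme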
pPAFAH FP inh – pPAFAH enzyme inhibitors, primary screen, biochemical, fluorescence polarization, human | Platelet-activating factor acetylhydrolase (Homo sapiens), Q13093 | recombinant pPAFAH, FP-rhodamine probe fluorescence polarization | hit rate 1.5% among 330,000 | inhibition, % at 3.39 µM;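 active means inhibition above the mean inhibition across the screen plus 3 SD, cut at about 25% in these data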;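 further: inhibitors block binding of the rhodamine activity-based probe so polarization drops; 0% = enzyme with DMSO and 100% = wells lacking pPAFAH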
PAFAH1B3 FP inh – PAFAH1B3 enzyme inhibitors, primary screen, biochemical, fluorescence polarization, human; Platelet-activating factor acetylhydrolase IB subunit alpha1 (Homo sapiens), Q15102; hit rate 0.28% among 340,000; recombinant PAFAH1B3, FP-rhodamine probe; inhibition, % at 3.39 µM;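 active means inhibition above the screen-wide average of all tested compounds plus 3 SD, cut at about 25% in these data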;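 further: 0% = enzyme with DMSO only and 100% = wells lacking PAFAH1B3 protein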
Target sequence (Q15102 whole entry, looked up): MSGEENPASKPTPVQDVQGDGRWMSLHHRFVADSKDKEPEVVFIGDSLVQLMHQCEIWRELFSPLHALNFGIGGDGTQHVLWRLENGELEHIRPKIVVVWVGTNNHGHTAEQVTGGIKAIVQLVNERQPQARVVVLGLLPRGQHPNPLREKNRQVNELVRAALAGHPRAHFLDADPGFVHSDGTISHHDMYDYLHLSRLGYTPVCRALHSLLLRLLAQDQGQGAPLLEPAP
PAD4 inh – human PAD4 inhibitors, primary screen, biochemical, fluorescence polarization, 1536-well format; inhibition, % at 6.36 µM; recombinant PAD4, RCA probe fluorescence polarization; Protein-arginine deiminase type-4 (Homo sapiens), Q9UM07; hit rate 0.41% among 330,000; AID 485272, 2010;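 active means percent inhibition above a cutoff equal to the mean of all tested compounds plus 3 SD, cut at about 15% in these data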;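 further: 0% = PAD4 with RCA probe and DMSO and 100% = probe without PAD4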
GSTO1 counter – inhibitors of recombinant GSTO1, primary screen, counter-screen for RBBP9 inhibitor project, biochemical, fluorescence polarization. inhibition, % at 5.96 µM. AID 1974, 2009. activity-based probe fluorescence polarization. hit rate 1.1% among 300,000. Glutathione S-transferase omega-1 (Homo sapiens), P78417;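 active means inhibition above the campaign mean inhibition plus 3 SD, cut at about 35% in these data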;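 further: 0% = GSTO1-1 with DMSO and 100% = wells lacking GSTO1-1 enzyme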
Target sequence (P78417 whole entry, looked up): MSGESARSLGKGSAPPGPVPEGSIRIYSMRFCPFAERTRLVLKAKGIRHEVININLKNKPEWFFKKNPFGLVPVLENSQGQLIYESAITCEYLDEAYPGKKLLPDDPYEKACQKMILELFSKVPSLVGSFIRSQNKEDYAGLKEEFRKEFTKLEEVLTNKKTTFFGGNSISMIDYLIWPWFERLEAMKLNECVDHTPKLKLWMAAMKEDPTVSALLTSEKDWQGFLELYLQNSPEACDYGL
Numbers without * were called inactive; / = no result given.

SMILES	PAFAH1B2 FP inh	PME-1 primary	PAFAH2 FP inh	LYPLA1 inh	Fam108B inh	pPAFAH FP inh	PAFAH1B3 FP inh	PAD4 inh	GSTO1 counter
COc1ccc(CNC(=O)Cn2cnc3c(=O)n(C)c(=O)n(C)c32)cc1	2.7	3.7	0.8	3.2	-3.4	-1.1	-0.1	-2.8	-1.4
COc1cc(C2C3=C(Nc4ncnn42)c2ccccc2CC3)cc(OC)c1OC (centres undefined)	4.0	-2.6	-9.5	1.5	-0.5	11.3	3.5	-4.5	1.0
COc1cc(C2/C(=C(\O)c3ccc4c(c3)CC(C)O4)C(=O)C(=O)N2CCCn2ccnc2)cc(OC)c1OC (centres undefined)	-1.1	-1.9	-3.5	-2.3	0.2	-0.8	4.4	1.6	4.5
COC(=O)[C@H](Cc1ccccc1)NC(=O)NCc1ccccc1OC	2.2	4.7	1.6	4.0	1.0	3.8	2.6	2.7	0.3
Cc1ccc(NC(=O)c2cccs2)cc1	4.9	-2.1	0.1	-1.3	-0.7	-3.0	4.8	0.4	-1.2
COn1c(-n2nc(C)cc2C)nc2ccccc2c1=O	5.0	2.2	-1.9	2.6	-0.8	0.3	-0.6	-5.8	-6.8
CCN(CC)CCN(C(=O)c1ccc(S(=O)(=O)N2CCCC2)cc1)c1nc2cc(C)cc(C)c2s1	-0.1	-0.4	6.4	0.6	3.7	-2.9	-4.3	-1.5	6.3
Nc1ccc2nc(C(F)(F)F)[nH]c2c1	6.8	0.1	-3.3	-0.7	1.1	2.5	-6.2	-4.5	6.0
COc1cccc(N2CCN(C(=O)c3oc4ccccc4c3NC(=O)Cc3ccc(OC)c(OC)c3)CC2)c1	1.8	-0.6	4.8	-2.0	1.1	4.1	-6.3	-6.1	0.3
O=C(CSc1nnc(Cc2ccccc2)o1)N1CCOCC1	2.9	1.6	-2.7	-1.1	-4.8	-0.3	0.5	3.0	-1.2
COc1ccc(N2C(=O)[C@@H]3[C@H](C2=O)[C@H](C(=O)c2ccc(OC(C)=O)cc2)N2N=CC=C[C@@H]32)cc1	/	2.9	/	-9.3	-4.3	7.2	/	-4.9	-0.6
CCOC(=O)CNC(=O)Cn1cnc2c(cnn2-c2ccc(C)cc2)c1=O	2.2	-0.5	5.4	1.5	-1.7	0.8	12.7	2.7	4.4
NC1=NC(=O)/C(=C\c2ccc(O)c([N+](=O)[O-])c2)S1	7.2	-10.9	4.4	-0.2	4.8	6.0	17.6	-7.2	-0.8
CCc1ccc(NC(=O)C(C)Sc2ccc(S(=O)(=O)N3CCN(C)CC3)cn2)cc1 (centres undefined)	2.5	-4.9	2.0	0.6	/	4.8	5.6	-4.8	/
O=C(CSc1nnc(CNc2ccccc2)o1)N1CCCc2ccccc21	9.2	4.8	-7.7	1.0	0.1	7.9	-0.3	1.6	-0.5
O=C(c1cccs1)N1CCN(S(=O)(=O)N2CCCCC2)CC1	3.2	-0.5	10.6	1.6	3.2	10.7	0.7	-5.6	0.9
CCC(=O)NC(=S)Nc1ccc(NC(=S)NC(=O)c2ccc(C)cc2)cc1	-7.3	-5.8	-21.4	-3.7	-4.5	-5.5	-6.9	-7.2	-3.6
CNCC(=O)N(CC(C)C)c1c(N)n(CC(C)C)c(=O)[nH]c1=O	-0.4	3.3	-2.8	1.7	3.9	3.9	3.0	-2.9	1.7
CCN(CC)CCN1C(=O)C(O)=C(C(=O)c2sc(C)nc2C)C1c1cccnc1 (centres undefined)	5.0	3.2	-5.1	0.3	2.5	4.0	6.0	-3.8	-12.7
Cc1cccc(-c2ccc(NC(=O)C3CCN(CC4CC4)CC3)cc2)c1	-0.3	-3.7	4.2	-2.5	-5.7	2.9	2.3	-5.3	4.6
CC1CC(C)CN(CC(O)COc2ccc3c(c2)CCC3)C1 (centres undefined)	4.2	1.3	-12.6	-1.3	0.0	-3.7	0.8	2.6	-1.2
CCOC(=O)CNC(=S)n1cnc(N)n1	2.6	-4.7	7.7	-1.4	1.9	3.6	13.8	-5.4	4.1
CC(=O)C1C(c2ccc3ncccc3c2)NC(=O)NC1(O)C(F)(F)F (centres undefined)	1.4	-2.6	-5.5	4.8	0.7	9.4	-1.2	-0.1	0.0
COC1=CC(=O)OC12CCCCC2	5.6	-1.9	2.6	1.7	-2.6	1.8	3.8	-2.5	12.2
CC(C)CN1CCC(=O)N(CCOc2ccccc2)CC1	2.3	1.0	0.4	2.6	-1.2	11.1	11.1	-4.2	0.6
CN(C(=O)COC(=O)CNC(=O)C12CC3CC(CC(C3)C1)C2)c1ccccc1	9.1	1.9	11.3	0.5	1.2	13.1	3.7	-3.6	0.5
CCn1c(C)nc2cc(C(=O)N=Nc3c(O)[nH]c4ccccc34)ccc21	/	1.6	/	2.7	4.2	-1.4	/	0.3	-7.6
CCCCCN(C(=O)CCC(=O)OCc1cccc(C(F)(F)F)c1)c1c(N)n(CCCC)c(=O)[nH]c1=O	-0.3	3.0	9.4	0.3	7.1	-0.9	6.2	-0.1	0.5
CC(=O)NC(Cc1cccc(C)c1)C(=O)NC1CCN(S(=O)(=O)c2ccccc2)CC1 (centres undefined)	-0.5	-0.3	-2.5	1.4	0.4	-2.0	0.7	-1.1	21.7
CN1CCN(NC(=O)CC(C)(C)C)CC1	2.0	2.5	1.4	0.5	-2.5	-0.8	9.0	1.6	8.7
CCC(=O)Oc1ccc(C(=O)Nc2ccc3c(c2)OCO3)cc1	/	0.7	/	1.6	0.6	7.7	/	-7.8	5.5
O=C(CN1CCN(Cc2ccccc2)C1=O)NCc1cccs1	3.9	3.6	9.0	3.4	2.8	1.9	-1.5	-0.7	-0.1
COc1cccc(NC(=O)N2CCCC2C(=O)NCC(C)C)c1 (centres undefined)	4.2	0.3	-22.0	1.7	-1.4	0.3	4.7	2.4	-5.7
C=CCn1c(N)cc(=O)nc1SCC(=O)N1CCN(c2ccc(F)cc2)CC1	0.7	3.4	-0.5	4.7	2.7	2.9	2.9	-0.6	8.4
O=C(CSc1nnc(C2CC2)n1Cc1ccccc1)N1CCN(S(=O)(=O)c2ccccc2)CC1	10.7	-3.7	4.3	-1.1	-1.2	3.6	9.3	3.8	-4.7
COc1ccc(O)c(C(=O)c2cnn(C(=O)c3cc(C)oc3C)c2)c1	5.2	-5.6	41.0*	-0.7	1.8	2.5	3.2	-2.2	16.3
CC(Oc1ccc(Cl)cc1Cl)C(=O)/C=C/N(C)C (centres undefined)	-0.1	4.5	1.8	1.2	-0.5	-1.4	5.0	-0.2	5.4
O=C(O)c1ccc(CN(c2ccccc2)S(=O)(=O)c2ccccc2)cc1	2.0	4.3	3.9	7.0	0.3	4.6	4.0	2.7	11.1
CCc1nc2ccc(C(=O)N(C)CC(=O)Nc3cccc(F)c3)cc2nc1CC	2.9	-2.6	5.5	-2.2	/	2.8	4.6	-1.3	/
CC(=O)NCc1ccc(C(=O)CSc2nnc(C3CC3)n2C2CC2)cc1	-1.4	-3.5	-4.3	-2.2	/	1.4	-2.3	-0.4	/

Records above marked active in PAFAH2 FP inh:
structure | PAFAH1B2 FP inh | PME-1 primary | PAFAH2 FP inh | pPAFAH FP inh | PAFAH1B3 FP inh | PAD4 inh
COc1ccc(O)c(C(=O)c2cnn(C(=O)c3cc(C)oc3C)c2)c1 | 5.2 | -5.6 | 41.0* | 2.5 | 3.2 | -2.2

Going on with the list:
SMILES	PAFAH1B2 FP inh	PME-1 primary	PAFAH2 FP inh	LYPLA1 inh	Fam108B inh	pPAFAH FP inh	PAFAH1B3 FP inh	PAD4 inh	GSTO1 counter
COc1cc(C(=O)NCc2ccncc2)cc(OC)c1OC	-1.5	-1.4	-4.3	0.5	-5.2	-0.3	-1.1	0.4	-2.8
CNC(=O)NCCN1CCCC1=O	2.9	1.8	-4.1	5.1	-0.6	0.1	12.6	-2.0	-2.1
O=C1C(c2ccncc2)N(CCC2=CCCCC2)C(=O)CN1C1CCCCC1 (centres undefined)	2.6	-0.6	0.6	-0.5	-1.2	0.2	6.4	-4.0	6.7
Cc1csc(NC(=O)CCNS(=O)(=O)c2ccc3c(c2)c(=O)n(C)c(=O)n3C)n1	4.5	0.4	5.6	2.1	0.0	3.9	3.6	-0.2	4.2
CCOc1ccc(C(=O)N/N=C/c2cc([N+](=O)[O-])cs2)cc1	1.5	-12.8	8.2	0.3	-3.3	-9.5	6.6	-3.5	-0.2
C=CCN(C(=O)CNC(=O)c1ccco1)C(C(=O)NC1CCCCC1)c1ccc(OC)cc1OC (centres undefined)	3.4	3.9	7.2	2.4	0.6	-0.8	9.2	-5.1	6.0
Cc1c(Cl)cccc1NC(=O)CC1SCCNC1=O (centres undefined)	1.4	-5.0	5.5	0.9	5.2	-2.8	5.5	1.3	3.0
CCOC(=O)CSc1nc2ccccc2n1C(=O)OCC	-5.0	-3.4	-14.7	-5.7	-1.1	1.7	-6.1	-13.7	0.5
Cc1cc(C)c2nc3sc(C(=O)N4CCOCC4)c(N)c3cc2c1	1.7	20.1	3.2	4.5	2.0	14.5	-2.6	-1.9	1.3
CCCCNC(=O)CSc1nc2ccc(Nc3nc(N4CCOCC4)nc(N4CCOCC4)n3)cc2s1	4.6	-3.5	4.0	-3.6	-1.2	6.4	2.0	1.0	-12.4
COc1ccc(C2CC(c3ccccc3)=NN2c2ccc(S(N)(=O)=O)cc2)cc1OC (centres undefined)	0.5	4.1	6.9	2.0	2.9	5.4	1.8	-1.7	-7.3
CC(=O)N(C1=C(N2CCOCC2)C(=O)c2ccccc2C1=O)c1ccc(C(=O)O)cc1	5.4	6.7	3.2	2.3	0.7	-3.0	25.8*	16.6*	61.1*
CCOc1ccccc1NC(=O)COC(=O)c1cc(C)oc1C	0.9	/	2.9	/	/	0.7	9.3	-1.9	/
Nc1ccc(C(=O)N2CCN(S(=O)(=O)c3ccc4c(c3)OCCO4)CC2)cc1[N+](=O)[O-]	-3.6	1.5	-2.1	0.8	3.2	0.3	0.3	-2.4	1.1
CC(Nc1cc(N2CCNCC2)ccc1[N+](=O)[O-])c1ccccc1 (centres undefined)	7.2	10.1	17.8	2.0	-0.1	-1.2	14.7	-3.8	1.0
Clc1ccc(CN=C2Nc3ccccc3CS2)cc1	16.0	-4.9	-3.9	-2.3	0.4	2.3	1.4	-3.2	-4.6
CC1CN(Cc2cc(=O)oc3cc(O)c(Cl)cc23)CC(C)O1 (centres undefined)	7.0	2.7	0.8	16.2*	5.8	2.7	11.8	-3.5	3.5
CCCNC(=O)C(CC)NS(=O)(=O)c1ccc(OC)cc1 (centres undefined)	4.5	-0.8	4.3	2.0	-2.8	6.2	-0.2	2.0	-4.5

These rows are one share of the data; the hit share may differ from the screen's.
